HCV inh = inhibitors of hepatitis C virus infection; actives 3.4% (n = 340,000); Potency, µM (highest dose often 41.8 µM), for the others: top-dose activity change, negative = inhibition, usual class: inhibitors; Huh7.5.1 HCVcc-Cre infection, luciferase reporter, 44 h; AID 651820; further: potency means the concentration at half of the fitted maximal effect
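Luciferase read-out (15 sec integration) after a 15 min room-temperature substrate step quantifies HCVcc-Cre infection. Cells, 1,000 per well, had compound added 4 h post-plating, then virus at ~0.5 moi, and were cultured 44 h.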
AmpC inh detg = inhibitors of E. coli AmpC beta-lactamase with detergent. P00811. AmpC hydrolysis of nitrocefin, absorbance 480 nm, 0.01% Triton. Potency, µM (highest dose often 114 µM), without a hit: top-dose activity change, negative = inhibition, most hits filed as inhibitors. actives 0.041% (n = 370,000). AID 485294;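 further: potency means the concentration at half of the fitted maximal effect; 0% = no-compound wells and -100% = no-enzyme wells; nearly all actives have a fitted effect of over 25% in size; some results filed as inactive show a strong effect at the top dose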
Target sequence (P00811 whole entry, looked up): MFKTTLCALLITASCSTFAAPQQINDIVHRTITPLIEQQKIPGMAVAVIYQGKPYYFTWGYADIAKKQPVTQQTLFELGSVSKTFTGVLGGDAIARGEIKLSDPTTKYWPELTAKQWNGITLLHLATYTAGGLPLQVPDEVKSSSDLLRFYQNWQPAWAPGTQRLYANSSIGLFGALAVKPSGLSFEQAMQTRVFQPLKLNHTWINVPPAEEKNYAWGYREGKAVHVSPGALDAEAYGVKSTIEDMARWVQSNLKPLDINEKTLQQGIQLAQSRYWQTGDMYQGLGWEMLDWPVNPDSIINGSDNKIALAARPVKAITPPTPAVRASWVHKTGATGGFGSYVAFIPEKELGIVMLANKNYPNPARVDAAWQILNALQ
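20 mM phosphate pH 7.0 + 0.01% (detergent screen) or 0.0001% Triton X-100; 5.3 nM AmpC reagent; cpd preinc 15 min RT; nitrocefin (800 uM stock) to start; A480 q20 s × 4 min; Activity was normalised to no-enzyme and no-compound control wells.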
HCMV antiviral = blocks human cytomegalovirus replication; HFF cells, HCMV-luciferase reporter, 72 h; active compounds read low; activity change, negative = inhibition, % at 57.5 µM; actives 4.5% (n = 410,000); AID 1259415; in the data active means activity change below about -60%; inconclusive means no clear call, values can overlap the other calls; inactive means above about -39%
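Steps: HFFs plated, 16 h 37C; compounds added; HCMV-luciferase added to MOI 1 PFU/cell; 72 h 37C; OneGlo reagent, 5 min room temperature; luminescence read, normalized to controls.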
Giardia FBPA inh = Giardia lamblia aldolase inhibition. A8B2U2. purified Giardia FBPA. Potency, µM (highest dose often 59.6 µM), without a hit: at the top dose activity, negative = inhibition, most hits filed as inhibitors. actives 0.71% (n = 290,000). AID 2451; further: potency means the concentration at half of the fitted maximal effect; nearly all actives have a fitted effect of over 55% in size
Target sequence (A8B2U2 whole entry, looked up): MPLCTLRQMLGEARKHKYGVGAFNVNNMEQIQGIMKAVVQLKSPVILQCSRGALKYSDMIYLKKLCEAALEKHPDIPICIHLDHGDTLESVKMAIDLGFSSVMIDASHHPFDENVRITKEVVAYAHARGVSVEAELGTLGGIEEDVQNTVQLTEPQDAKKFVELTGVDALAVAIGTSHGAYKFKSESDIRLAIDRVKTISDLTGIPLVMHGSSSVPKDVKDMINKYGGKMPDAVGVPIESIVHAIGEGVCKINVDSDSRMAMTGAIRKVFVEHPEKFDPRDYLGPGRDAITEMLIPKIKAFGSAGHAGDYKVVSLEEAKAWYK
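Giardia FBPA (40 nM reagent) was preincubated 10 min at RT with compound (up to 57.5 uM final), then substrate plus GAPDH/TPI/NAD/arsenate coupling system with diaphorase/resazurin was added; resorufin fluorescence (525/598 nm) was read after 20 min.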
AMA1 RON2 block = AMA1-RON2 (P. falciparum) interaction inhibition; AlphaScreen AMA1-biotinylated RON2 peptide binding; Potency, µM (titrated, usually from 58.2 µM), for inactives: top-dose activity change, negative = inhibition, usual class: inhibitors; actives 0.2% (n = 360,000); AID 720542;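 further: potency means the concentration at half of the fitted maximal effect; 0% = vehicle wells and -100% = peptide control; nearly all actives have a fitted effect of over 45% in size; some results filed as inactive show a strong effect at the top dose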
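AMA1 (3D7) with his tag at 25 nM final met compounds first, then biotinylated RON2 peptide at 25 nM; detection used donor plus acceptor beads, 10 µg/mL apiece, read by AlphaScreen after 30 min at room temperature.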
Sm TGR block = inhibitors of Schistosoma mansoni thioredoxin glutathione reductase. purified TGR, DTNB reduction, TNB absorbance 405 nm. Q962Y6. actives 3% (n = 360,000). Potency, µM (doses to about 114 µM), for inactives: at the top dose activity change, negative = inhibition, hits mostly inhibitors; further: potency means the concentration at half of the fitted maximal effect; nearly all actives have a fitted effect of over 60% in size
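Kinetic colorimetric format: TGR-catalysed, NADPH-driven DTNB reduction monitored via TNB absorbance. Enzyme dispensed at 20 nM; compound exposure 15 min at room temperature before reaction start.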
Active calls of the source: *; ? = inconclusive; . = not tested or not shown; & = joins results of further samples; [ ] = dose if it differs, or a comment. Unless noted, the call rests on the fitted dose curve; in most records, active means well fitted curve in the direction sought with a large enough effect; inconclusive means small, poorly fitted or top-dose-only effect, or another doubt; inactive means no such curve, though single readings can be large; an effect the other way counts as inactive or inconclusive. Unless noted, on the % scale 0 is the no-effect control and ±100 the full control effect.

SMILES	HCV inh	AmpC inh detg	HCMV antiviral	Giardia FBPA inh	AMA1 RON2 block	Sm TGR block
COc1ccc(CCN(C)C(=O)c2cc(S(=O)(=O)N3CCCCC3)ccc2Cl)cc1OC	?	0%	-12	.	59%[activator]	0%
CC(=O)N1CCSc2ccc(S(=O)(=O)Nc3cccc(C)c3)cc21	14µM*	-2%	?	.	-5%	1%
CCOc1cccc(C(=O)Nc2ccc(-c3nc4ncccc4o3)cc2C)c1	.	9%	-16	.	.	29%
COc1ccc(C(=O)C(O)C(c2ccc(C)cc2)N2CCOCC2)cc1OC (configuration not stated)	-8%	-2%	-18	13%	0%	-5%
COc1cccc(NC(=O)c2cn(C)c(=O)c3cc(OC)c(OC)cc23)c1	-26%	-11%	14	-5%	4%	10%
NC(N)=N/N=C/c1ccc(OCc2ccccc2)cc1	?	-1%	-96*	-8%	4%	-12%
Clc1ccc(CNc2ccc(CNc3ncn[nH]3)cc2)cc1	-8%	?	?	4%	-1%	3%
COc1cc(/C=C/C(=O)OCC(=O)NC2CCCCCCC2)ccc1O	-5%	.	-20	.	11%[11.6 µM]	.
CCOc1ccc2[nH]c3ncccc3c(=O)c2c1	3%	-5%	?	3%	24%	0%
CCOC(=O)C1CCN(Cc2ccc(OC)c(C)c2OC)CC1	-2%	?	34	-28%	-8%	-7%
CCC1CCCCN1C(=S)Nc1ccc(C(C)=O)cc1 (configuration not stated)	0%	?	17	-12%	0%	-7%
CC(CCc1ccccc1)NCc1ccc(Cl)cc1Cl (configuration not stated)	-11%	-13%	-30	?	?	1%
CCOc1ccc(CCNC(=O)COC(=O)c2nc3nc(C)cc(C)n3n2)cc1OCC	-20%	-10%	?	2%	5%	-3%
CN1CCN(c2ccccc2NC(=O)c2ccc([N+](=O)[O-])o2)CC1	?	0%	.	.	-14%	-29%
O=C(CN1CCN(S(=O)(=O)c2ccc3ccccc3c2)CC1)Nc1ccc2c(c1)CCC2	?	-10%	-35	2%	-6%	2%
Cc1ccc(N2CCN(S(=O)(=O)N(C)C)CC2)cc1C	11%	-1%	-12	7%	-1%	.
COC(=O)c1ccc(CSc2nc3ccccc3c(=O)n2-c2cccc(OC)c2)o1	?	-11%	-11	0%	-5%	-20%
COc1cccc(C(=O)n2ccc(-c3cccs3)n2)c1	10%	-3%	18	4%	9%	-11%
O=C(CSc1nc2c([nH]c3ccccc32)c(=O)n1-c1ccccc1F)Nc1ccccc1C(F)(F)F	.	8%	-89*	.	.	3%
C/C(CC1CC(COCC(C)C)OC1=O)=N\NC(N)=S (configuration not stated)	-16%	-15%	-20	?	24%	-1%
Cc1ccccc1C(=O)Nc1ccc(CN2CCOCC2)cc1	6%	-19%	14	14%	3%	-34%
CC(Sc1nncs1)C(=O)Nc1ccc(S(=O)(=O)Nc2ncccn2)cc1 (configuration not stated)	2%	.	40	.	17%	.
CCN1C(=O)NC(=O)C2(CCCC2)C1=O	30%	.	47	.	-3%	.
Cc1cccc(NC(=O)C2COc3ccccc3O2)n1 (configuration not stated)	-2%	3%	-14	4%	0%	-1%
COCCNC(=O)CN1C(=O)/C(=C/c2ccccc2)Oc2ccc(C(C)(C)C)cc21	-28%	-6%	-2	0%	12%	0%
Later entries:
SMILES	HCV inh	AmpC inh detg	HCMV antiviral	Giardia FBPA inh	AMA1 RON2 block	Sm TGR block
COc1cc2c(cc1OC)CN(CC(=O)Nc1ccc(Cl)cc1Cl)CC2	-26%	-3%	?	-9%	-25%	-9%
CCOc1cc(/C=C2\C(=O)ON=C2c2ccccc2)ccc1OC	13%	1%	71	-7%	-15%	-3%
NS(=O)(=O)c1ccc(CCNC(=O)c2ccc([N+](=O)[O-])cc2[N+](=O)[O-])cc1	-4%	1%	-16	-6%	-8%	-25%
CCOC(=O)N1CCN(C(=O)COC(=O)C2CCN(S(=O)(=O)c3c(C)c(C)cc(C)c3C)CC2)CC1	-15%	?	-21	.	2%	-1%
CN(CC(=O)Nc1ccccc1Cl)C(=O)COC(=O)CSc1ccc(F)cc1	1%	-10%	-26	.	-11%	-2%
Cc1ccc(S(=O)(=O)NCc2ccc(C(=O)NC3CCC(C)CC3)cc2)cc1 (configuration not stated)	3%	-6%	13	.	-12%	-2%
CCN(CCCNC(=O)c1cc2cc3ccc(C)cc3nc2s1)c1ccccc1	.	-10%	44	.	.	-10%
Cc1cc2c(cc1S(=O)(=O)CCC(=O)N1CCC(C)CC1)OCC(=O)N2	.	19%	-7	.	.	6%
CN(CC(=O)Nc1ccc(F)c(Cl)c1)S(=O)(=O)c1ccc2c(c1)n(C)c(=O)c(=O)n2C	-20%	0%	0	.	4%	-6%
COc1ccc(NC(=O)CCS(=O)(=O)c2cccc3nonc23)cc1	3%	1%	27	2%	-7%	?
Cc1cccc(-n2ncc(C(=O)N3CCN(C(=O)c4ccco4)CC3)c2C2CCN(C(=O)OC(C)(C)C)CC2)c1	.	1%	0	.	.	-4%
Cc1cccc(NC(=O)c2cc3cc([N+](=O)[O-])ccc3s2)n1	-23%	3%	?	5%	-2%	1%
Cc1c(Cl)c([N+](=O)[O-])nn1CCCC(=O)Nc1sc2c(c1C#N)CCC2	?	-5%	38	-13%	-2%	1%
Cc1ccc(Nc2nc3ccccc3nc2-n2nc(C)cc2C)cc1	6%	-1%	5	0%	27%	1%
CCOc1cccc2sc(N3CCN(C(=O)C(C)(C)C)CC3)nc12	.	1%	61	.	.	-13%
COc1cccc(-c2cc(=O)c3cc(NC(=O)c4ccc(Cl)cc4)ccc3[nH]2)c1	1%[8.37 µM]	-7%	-36	0%&2%	2%	-3%
CN(c1ccccc1)S(=O)(=O)c1ccc(C(=O)NCCc2ccc(F)cc2)cc1	-26%	5%	11	10%	-11%	0%
O=c1ccn([C@@H]2O[C@H](CO)[C@@H](O)[C@H]2O)c(=O)[nH]1	10%[8.37 µM]	-6%	87	2%&8%	-6%	21%
COc1cccc(/C=N/NC(=O)c2cccc(N3CCCC3=O)c2)c1	?	-2%	-16	0%	-11%	0%
O=C(NC1CCCCCCC1)c1cnccn1	20%	-13%	-19	0%	6%	0%[11.4 µM]
Cn1c2ccccc2c(=O)c2ccc(NCCc3cccs3)cc21	11µM*	.	196	.	8%	.
CC1CCCCN1CCNc1nc(=S)[nH]c2ccccc12 (configuration not stated)	3.5µM*	0%	94	-1%	-6%	?
N#CC1=C(N)SC(N)=C(C#N)C1C1CC=CCC1 (configuration not stated)	2%	2%	6	-5%	48%[activator]	-16%
CCOc1c(Br)cc(CNC2CCCCCCC2)cc1OC	11µM*	?	-11	1%	-5%	4%
CC(C)(C)NC(=O)C1CCN(c2ccc(S(=O)(=O)N3CCOCC3)cc2Cl)CC1	-11%	2%	-31	8%	-25%	-2%
The listing continues.
SMILES	HCV inh	AmpC inh detg	HCMV antiviral	Giardia FBPA inh	AMA1 RON2 block	Sm TGR block
O=c1[nH]c2sc3c(c2c2nncn12)CCCC3	11%	-5%	-1	-6%	-15%	-6%
CC(C)N=c1c([N+](=O)[O-])nn(C)n1O	15%	?	5	3%	0%	7%
CCCNc1c(NS(=O)(=O)c2ccc(C(C)(C)C)cc2)c(=O)oc2ccccc12	?	-9%	-28	2%	0%	-11%
COc1ccc(-c2nc(C)c(CCNC(=O)c3cc(OC)c(OC)c(OC)c3)s2)cc1OC	.	-5%	36	.	.	4%
Cc1ccc(NC(=O)Cn2nnc(C(=O)NCCc3ccccc3)c2N)cc1	.	4%	13	.	.	-9%
COc1ccc(CCn2c(O)c(C=NC3CC3)c(=O)[nH]c2=O)cc1OC	5%	-14%	-5	-3%	-12%	10%
COc1ccc(CN2CCNC(=O)C2CC(=O)N(C)CC2CCOCC2)cc1OC (configuration not stated)	9%	4%	0	-18%	-4%	?
Nc1[nH]ncc1S(=O)(=O)c1ccccc1	8%	2%	-20	-14%	-5%	-16%
O=S(=O)(Cc1ccccc1)NCc1ccccn1	0%	?	42	-10%	21%	1%
CCN(Cc1cc2cc(C)ccc2[nH]c1=O)S(=O)(=O)c1ccccc1	11µM*	-12%	?	0%	15%	11%[11.4 µM]
Cc1ccc(/C=C2/SC(=Nc3ccc(F)cc3)NC2=O)s1	16%	-10%	15	-12%	-4%	0%
Cc1ccccc1C(=O)Nc1ccccc1C(=O)OCc1cc(=O)n2ccsc2n1	.	16%	40	.	.	0%
Cc1ccccc1CNC(=O)c1ccc2c(c1)c(C)c(C)n2C	.	1%	?	.	.	-1%
CCCCOc1ccc(/C(O)=C2/C(=O)C(=O)N(CCCOC)C2c2ccncc2)cc1 (configuration not stated)	1%	-5%	13	21%	-5%	-6%

A run of entries from the list above, for reference:
SMILES	HCV inh	AmpC inh detg	HCMV antiviral	Giardia FBPA inh	AMA1 RON2 block	Sm TGR block
COc1ccc(CCN(C)C(=O)c2cc(S(=O)(=O)N3CCCCC3)ccc2Cl)cc1OC	?	0%	-12	.	59%[activator]	0%
CC(=O)N1CCSc2ccc(S(=O)(=O)Nc3cccc(C)c3)cc21	14µM*	-2%	?	.	-5%	1%
CCOc1cccc(C(=O)Nc2ccc(-c3nc4ncccc4o3)cc2C)c1	.	9%	-16	.	.	29%
COc1ccc(C(=O)C(O)C(c2ccc(C)cc2)N2CCOCC2)cc1OC (configuration not stated)	-8%	-2%	-18	13%	0%	-5%
COc1cccc(NC(=O)c2cn(C)c(=O)c3cc(OC)c(OC)cc23)c1	-26%	-11%	14	-5%	4%	10%
NC(N)=N/N=C/c1ccc(OCc2ccccc2)cc1	?	-1%	-96*	-8%	4%	-12%
Clc1ccc(CNc2ccc(CNc3ncn[nH]3)cc2)cc1	-8%	?	?	4%	-1%	3%
COc1cc(/C=C/C(=O)OCC(=O)NC2CCCCCCC2)ccc1O	-5%	.	-20	.	11%[11.6 µM]	.
CCOc1ccc2[nH]c3ncccc3c(=O)c2c1	3%	-5%	?	3%	24%	0%
CCOC(=O)C1CCN(Cc2ccc(OC)c(C)c2OC)CC1	-2%	?	34	-28%	-8%	-7%
CCC1CCCCN1C(=S)Nc1ccc(C(C)=O)cc1 (configuration not stated)	0%	?	17	-12%	0%	-7%
CC(CCc1ccccc1)NCc1ccc(Cl)cc1Cl (configuration not stated)	-11%	-13%	-30	?	?	1%
CCOc1ccc(CCNC(=O)COC(=O)c2nc3nc(C)cc(C)n3n2)cc1OCC	-20%	-10%	?	2%	5%	-3%
CN1CCN(c2ccccc2NC(=O)c2ccc([N+](=O)[O-])o2)CC1	?	0%	.	.	-14%	-29%
O=C(CN1CCN(S(=O)(=O)c2ccc3ccccc3c2)CC1)Nc1ccc2c(c1)CCC2	?	-10%	-35	2%	-6%	2%

Compound activity as filed in PubChem.
